Bioassay records as filed in PubChem.
PERK inhibitor: inhibitors of human PERK kinase; 220,000 tested, 0.17% active; CHO PERK-DD fusion, SEAP luminescence translation reporter; inhibition, % at 5.6 µM; Q9NZJ5;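 active = inhibition above the mean inhibition of all tested compounds plus 3 SD, set separately per screening campaign, cut at about 2.9% in these data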;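 note: PERK kinase domain activated by AP20187 dimerizer at 100 nM; 0% = DMSO with dimerizer and 100% = rapamycin at 8.4 µM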
p97 inhibitor: blocks human p97 ATPase activity | P55072 | recombinant p97 ATPase, Kinase-Glo ATP luminescence, 3 h | inhibition, % at 8 µM | 220,000 tested, 0.42% active; in the data active = inhibition above about 15%;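 note: 0% = DMSO vehicle and 100% = wells lacking enzyme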
Furin inh: human furin inhibition; purified furin, fluorogenic substrate cleavage; inhibition, % at 30 µM; 220,000 tested, 0.061% active; AID 463115; in the data active = inhibition above about 25%; note: inactives centre near -15
KLK5 inh: inhibitors of human kallikrein 5. recombinant hK5, fluorogenic AMC substrate cleavage. Q9Y337. inhibition, % at 5 µM. 210,000 tested, 0.59% active;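 active = inhibition of 40% or more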;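 note: 0% = enzyme controls without compound and 100% = no-enzyme blanks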
Target sequence (Q9Y337 67-293 limits assumed): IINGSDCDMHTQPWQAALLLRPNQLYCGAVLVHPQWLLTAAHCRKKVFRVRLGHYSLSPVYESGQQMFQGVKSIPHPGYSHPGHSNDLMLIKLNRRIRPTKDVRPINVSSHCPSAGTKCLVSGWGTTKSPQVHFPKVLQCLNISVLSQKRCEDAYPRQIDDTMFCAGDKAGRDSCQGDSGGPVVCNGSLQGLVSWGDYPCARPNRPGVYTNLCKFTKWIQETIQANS
KCC2 mod: modulates chloride dependent transport by human KCC2. Q9H2X9. 190,000 tested, 2.2% active. KCC2 cells, thallium flux FluoZin-2 fluorescence. B-score of Tl+ flux slope (higher = more flux/activation; lower = inhibition) at 10 µM;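 active = thallium flux slope and its plate-corrected score both differing from the plate sample mean at a set confidence after two filtering rounds, in either direction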;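 note: slope of fluorescence scaled to starting intensity during 10 to 20 s after thallium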
thrombin 1536: blocks human thrombin protease activity; inhibition, % at 5 µM; P00734; alpha-thrombin, Boc-VPR-AMC fluorogenic substrate cleavage; 220,000 tested, 0.26% active;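 active = inhibition at or above 40%; inactive = inhibition below 40%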;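 note: 0% = enzyme with no compound and 100% = wells without enzyme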
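Material: human alpha-thrombin protein; Also added: Boc-VPR-AMC substrate, 15 µM final; Timing: enzyme reaction carried out at room temperature; Signal: fluorescence, ex 355 nm, em 460 nm; Measure: % inhibition of thrombin; Controls: enzyme without compound as high, wells lacking enzyme as low.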
FXIIa inh: inhibitors of human coagulation factor XIIa; P00748; purified FXIIa, Boc-QGR-AMC fluorogenic substrate, 2 h; inhibition, % at 5 µM; 220,000 tested, 0.3% active; AID 800; in the data active = inhibition above about 40%;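 note: 0% = enzyme with no compound and 100% = blank without enzyme; many of its hits are not listed in these tables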
FXIa inh 1536: inhibitors of human coagulation factor XIa | 220,000 tested, 0.14% active | purified FXIa, Boc-Glu-Ala-Arg-AMC fluorogenic substrate | AID 798 | P03951 | inhibition, % at 5 µM;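 active = inhibition of at least 40%; inactive = inhibition below 40%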;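 note: fluorescence of freed AMC excited at 355 nm; 0% = enzyme without compound and 100% = no enzyme blank; many of its hits are not listed in these tables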
Wee1 degr inh: inhibitors of human Wee1 degradation; P30291; HeLa Luc-Wee1K328M stability, luciferase luminescence; 100% = proteasome inhibitor MG132 effect; reporter increase, % at 5 µM; 220,000 tested, 1.2% active;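 active = activation above the mean of all tested compounds plus 3 SD, set per screening run, cut at about 8.8% in these data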;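 note: cells exposed to compound for 20 h before luminescence read; 0% = DMSO alone and 100% = MG132 at 30 µM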
Target sequence (P30291 whole entry K328M): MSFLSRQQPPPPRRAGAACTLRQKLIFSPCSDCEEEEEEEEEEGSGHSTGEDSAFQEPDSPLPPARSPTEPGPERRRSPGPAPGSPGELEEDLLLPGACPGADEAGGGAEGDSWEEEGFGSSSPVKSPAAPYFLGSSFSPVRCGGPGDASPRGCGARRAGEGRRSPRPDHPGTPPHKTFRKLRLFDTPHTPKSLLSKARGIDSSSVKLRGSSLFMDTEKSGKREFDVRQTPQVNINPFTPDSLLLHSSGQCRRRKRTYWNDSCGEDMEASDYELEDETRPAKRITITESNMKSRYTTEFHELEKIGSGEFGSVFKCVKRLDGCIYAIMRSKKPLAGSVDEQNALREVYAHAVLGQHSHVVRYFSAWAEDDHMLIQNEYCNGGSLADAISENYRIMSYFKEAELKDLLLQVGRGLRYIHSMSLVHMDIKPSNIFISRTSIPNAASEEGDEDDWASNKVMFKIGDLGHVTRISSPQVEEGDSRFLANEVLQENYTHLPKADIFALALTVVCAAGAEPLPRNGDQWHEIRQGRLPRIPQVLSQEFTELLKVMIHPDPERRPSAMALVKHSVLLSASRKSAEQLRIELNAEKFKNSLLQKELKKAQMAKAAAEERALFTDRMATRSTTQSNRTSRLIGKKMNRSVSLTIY
An asterisk follows results filed as active; · = no result given; [ ] = remark or other dose.

SMILES | PERK inhibitor | p97 inhibitor | Furin inh | KLK5 inh | KCC2 mod | thrombin 1536 | FXIIa inh | FXIa inh 1536 | Wee1 degr inh
C1=CCC(CN2CCN(C3CCCCCC3)CC2)CC1 (stereo unspecified) | 0.7 | 2 | -13 | 2 | -0.14 | -2 | 5 | 3 | 0
CC(=O)c1cccc(NC(=O)C2CCN(S(C)(=O)=O)CC2)c1 | 0.4 | -5 | -15[20 µM] | -3 | · | -10 | 1 | 4 | 0
Cc1ccncc1C(N)=O | 1.4 | 1 | -25 | 9 | 0.34 | -3 | 7 | 6 | 5
O=Cc1cn(-c2ccccc2)nc1-c1cccnc1 | 0.5 | 3 | -31 | 2 | -0.077 | -3 | · | -3 | -1
CCNc1nc(CSc2ccccc2)nc2sc(C)c(C)c12 | -0.1 | -2 | -17 | -7 | -1.1 | -6 | 4 | 3 | 4
Cc1cccc(-c2nnc(SCC#N)n2C)c1 | 0.8 | 0 | 0 | -8 | 0.85 | -5 | 2 | -5 | 3
CC(=O)OC(C(=O)NCS(=O)(=O)c1ccc(C)cc1)c1cccnc1 (stereo unspecified) | 2.6 | 5 | -17 | -19 | 0.036 | 1 | 14 | 3 | 4
CC1(C)CC(N2CCCC2)=CC(=[N+]2CCCC2)C1 | 0.1 | 1 | -9 | -6 | 1.1 | 2 | 2 | 0 | -2
CCOC(=O)C1CCCN(C(=O)C2c3ccccc3Oc3ccccc32)C1 (stereo unspecified) | -0.2 | -2 | -24 | -3 | -0.89 | -17 | -9 | -5 | 0
COc1ccc2c(c1)CC/C2=N\OC(=O)c1cccc(C)c1 | 0.3 | -3 | -23 | -8 | -1.5 | -6 | -4 | 1 | 0
CN(C)c1ccc(C(c2ccc(N(C)C)cc2)c2ccc([N+](=O)[O-])cc2)cc1 | 0.6 | 1 | -14 | 9 | -1.1 | -2 | 7 | 8 | -1
COc1cc2c(cc1OC)-c1nnnn1C(C)(C)C2 | 1.1 | 3 | -28[20 µM] | 4 | 0.24 | -7 | 0 | 1 | 1
Cc1nnc(SCC(=O)Nc2cccc(C(F)(F)F)c2)n1Cc1ccco1 | -0.2 | 0 | -18 | -27 | -0.31 | -3 | 3 | 1 | 4
O=[N+]([O-])c1cc(Br)cc(C=Nc2ccc3c(c2)OCO3)c1O | 0.9 | 7 | -17 | 2 | -0.54 | 2 | 4 | 13 | 9.7*
O=C(O)CC(NNC(=O)c1ccccc1)C(=O)Nc1ccc([N+](=O)[O-])cc1 (stereo unspecified) | 1.0 | 6 | -2 | -5 | 0.02 | -7 | 2 | -4 | -1
Cn1ccc(=NC=C(C#N)C#N)c2ccccc21 | 0.1 | 3 | 4 | -3 | -1.1 | -4 | 6 | -2 | 4
CC12CN3CC(C)(CN(C1)C3c1ccc([N+](=O)[O-])o1)C2=O (stereo unspecified) | 0.6 | 2 | -18 | -1 | -0.19 | -9 | 6 | -3 | -2
CC1CCc2c(sc3nn[nH]c(=O)c23)C1 (stereo unspecified) | 0.4 | 4 | 0[20 µM] | -4 | -0.18 | -3 | 4 | -6 | 0
Nc1ccc(Cl)c(S(=O)(=O)Nc2ccccc2Cl)c1 | 0.8 | 2 | -11 | -4 | -0.0081 | · | 5 | 0 | -2
CC(C)(C)NC(=O)/C(=C\c1cccnc1)NC(=O)c1ccco1 | 0.1 | -2 | -19 | -2 | -0.56 | -12 | 7 | -6 | 4
COCc1cc(C)nc(SCC(=O)Oc2ccccc2)c1C#N | -0.2 | 3 | -27 | · | -0.05 | -2 | 6 | 1 | 6
O=c1[nH]c(=O)c2cc([N+](=O)[O-])cc([N+](=O)[O-])c2[nH]1 | 0.6 | 4 | -6 | -3 | 0.58 | -6 | 3 | 0 | -1
Cc1ccc(S(=O)(=O)Cc2sc3ccccc3[n+]2C)cc1 | -0.7 | 1 | -23[20 µM] | -4 | -0.48 | -5 | -1 | -1 | -4
COC(=O)c1cc(NC(C)=O)ccc1N1CCOCC1 | -0.4 | 1 | -23 | 3 | 0.4 | 2 | 9 | 3 | 0
Cc1cccc(Cc2nnc(CCC(=O)N(C)Cc3ccncc3C)o2)c1 | 0.1 | 7 | -13 | 0 | 3.5 | · | 5 | 0 | 0

(cont.)
SMILES | PERK inhibitor | p97 inhibitor | Furin inh | KLK5 inh | KCC2 mod | thrombin 1536 | FXIIa inh | FXIa inh 1536 | Wee1 degr inh
COc1cccc(C2CC(=O)C3=C(C2)Nc2ccccc2N(C(=O)CCC(=O)O)C3c2ccc(F)cc2)c1 (stereo unspecified) | 1.1 | 4 | -21 | 2 | 0.5 | 3 | 12 | 2 | -1
Cc1cc(=O)n2c(ccc3ccccc32)c1C#N | 0.0 | -6 | -14 | 15 | -1.5 | 1 | 15 | 7 | -2
CC(CN1CCCC(C(N)=O)C1)c1ccccc1 (stereo unspecified) | -0.3 | 2 | -26[20 µM] | 2 | 0.63 | 4 | 13 | 1 | 1
CCC(C)c1ccc(NC(=O)C2CCN(c3ncccn3)CC2)cc1 (stereo unspecified) | 1.9 | 0 | 0[20 µM] | -13 | -0.49 | -2 | 15 | 3 | -1
C#CCOCCOCCOCCNc1nc(N2CCN(C(=O)[C@H]([C@@H](C)CC)n3cc([C@@H](N)CC(C)C)nn3)CC2)nc(N2CCN(C(=O)[C@H](CCCCN)n3cc([C@@H](N)C(C)CC)nn3)CC2)n1 (stereo partly specified) | 1.1 | 4 | -32 | -3 | 0.87 | -4 | 4 | -2 | 15*
Cc1nn(-c2ccccc2)c2sc(C(=O)c3c(N)n(C)c(=O)n(C)c3=O)cc12 | -1.0 | -2 | -19 | -28 | -2.1 | -3 | -5 | -4 | -2
Cc1cc(C)c(C)c(S(=O)(=O)N2C(=S)NC(=O)C2CC(C)C)c1C (stereo unspecified) | 1.5 | 5 | -22[20 µM] | -9 | 3.4 | 5 | 13 | 6 | -2
COc1ccc(C2=NN(C(=O)CCC(=O)O)C(c3cccs3)C2)cc1OC (stereo unspecified) | -0.5 | -2 | -2 | -12 | -0.7 | 6 | 7 | -5 | -2
O=C(NC(Cc1ccccc1)c1nc2ccccc2[nH]1)C1CC(=O)N(c2ccc3c(c2)OCCO3)C1 (stereo unspecified) | 1.1 | 3 | -16 | -21 | -0.88 | -4 | -1 | 5 | 0
C=CCN(CC(O)c1cccc([N+](=O)[O-])c1)C(C)CCc1ccccc1 (stereo unspecified) | -1.1 | -1 | -11 | -3 | -0.25 | -18 | -1 | -2 | -4
Nc1ccc(C(=O)OCCCc2nc3cc4ccccc4cc3[nH]2)cc1 | -0.7 | -1 | 3 | -3 | -1.1 | -5 | 3 | -3 | 1
OCCC1CN(Cc2ccccn2)CCN1C1CCCC1 (stereo unspecified) | 2.1 | 3 | -27 | · | 0.97 | 0 | 8 | 2 | 5
CCc1ccc(-n2c(C)nc3cc(C(=O)NCc4cccnc4)ccc32)cc1 | 0.5 | 1 | -11 | -13 | -0.35 | -13 | 10 | 2 | -1
C/C=C\C=C\C(=O)N1CC2(CC(c3cccc(NC(=O)/C(C)=C\C)c3)=NO2)C[C@H]1C(N)=O (stereo partly specified) | · | · | -10 | 2 | -0.23 | 3 | 8 | 4 | ·
COc1ccc(C(=O)C2CCCN(Cc3ccc4nonc4c3)C2)cc1OC (stereo unspecified) | -0.6 | -3 | -15 | · | 0.16 | -7 | 10 | -1 | -2
CCOc1ccc(N(C(C)C(=O)NC(C)CC)S(C)(=O)=O)cc1 (stereo unspecified) | -0.2 | -4 | -2[20 µM] | 8 | 0.33 | 3 | 12 | 2 | -1
CCSc1nnc2c(n1)OC(C)(C)Nc1ccccc1-2 | 0.7 | -1 | -9 | -2 | -1.4 | 9 | 2 | 6 | 0
S=c1[nH]nc(-c2cc(-c3ccccc3)n[nH]2)n1/N=C/c1ccc(Cl)c(Cl)c1 | 1.3 | -6 | -37 | 4 | 0.3 | -6 | 2 | 5 | -1
C/C=C(\C)CN1CCN(c2cccc(C)c2C)CC1 | 0.5 | -8 | -15[20 µM] | -13 | 1.2 | 1 | 16 | 0 | -1
CCC1CCCCN1CCCn1c(=S)[nH]c2ccccc2c1=O (stereo unspecified) | -1.6 | -2 | -12[20 µM] | 10 | 9.2* | 5 | 10 | -8 | -3
CC[n+]1c(/C=C/Nc2ccccc2)oc2ccccc21 | -0.1 | 0 | 1[20 µM] | -2 | 0.69 | -1 | 18 | 3 | 0
O=C(O)Cc1ccc(C(=O)c2ccc(F)cc2)s1 | -1.1 | -2 | -21[20 µM] | 0 | · | -7 | -9 | -6 | 1
CC(OC(=O)c1nsc(Cl)c1Cl)C(=O)NCc1ccc2c(c1)OCO2 (stereo unspecified) | 1.2 | 4 | -23[20 µM] | -13 | · | -7 | 9 | 4 | -3
CCC(/C=C1\Sc2ccc(OC)cc2N1CC)=C\c1sc2ccc(OC)cc2[n+]1CCCS(=O)(=O)[O-] | 0.0 | 0 | -20 | -7 | 0.91 | 4 | 2 | -3 | -1
Cc1cc(C)c(S(=O)(=O)N2CCN(C(=O)c3cccs3)CC2)c(C)c1 | 0.2 | -6 | -13 | 11 | -0.94 | 14 | 24 | 28 | 3

Four compounds already listed, sorted by molar mass, falling:
SMILES | PERK inhibitor | p97 inhibitor | Furin inh | KLK5 inh | KCC2 mod | thrombin 1536 | FXIIa inh | FXIa inh 1536 | Wee1 degr inh
CC1(C)CC(N2CCCC2)=CC(=[N+]2CCCC2)C1 | 0.1 | 1 | -9 | -6 | 1.1 | 2 | 2 | 0 | -2
Cn1ccc(=NC=C(C#N)C#N)c2ccccc21 | 0.1 | 3 | 4 | -3 | -1.1 | -4 | 6 | -2 | 4
CC1CCc2c(sc3nn[nH]c(=O)c23)C1 (stereo unspecified) | 0.4 | 4 | 0[20 µM] | -4 | -0.18 | -3 | 4 | -6 | 0
Cc1ccncc1C(N)=O | 1.4 | 1 | -25 | 9 | 0.34 | -3 | 7 | 6 | 5

(continued)
SMILES | PERK inhibitor | p97 inhibitor | Furin inh | KLK5 inh | KCC2 mod | thrombin 1536 | FXIIa inh | FXIa inh 1536 | Wee1 degr inh
Cc1nc2ccc(NC(=O)c3ccc(Cl)c([N+](=O)[O-])c3)cc2s1 | 0.6 | 1 | -23 | -6 | -0.92 | -7 | 2 | 1 | 1
CC(=O)c1ccc(N2CCC(C)CC2)c(F)c1 | 0.6 | 7 | -24 | -7 | 0.93 | -5 | 5 | -2 | 5
CC(C)(C)c1ccc(-c2nc(N)nc(N)n2)cc1 | -1.2 | 5 | -8 | -2 | 0.33 | -1 | -5 | -3 | -1
Nc1nnc(-c2ccc(Cl)cc2Cl)s1 | 1.5 | 7 | -25 | 2 | -0.7 | -6 | 6 | 2 | 4
CC(Oc1ccccc1Cl)C(=O)N(Cc1ccco1)C1CCS(=O)(=O)C1 (stereo unspecified) | 0.3 | 1 | -26 | -20 | 0.36 | -3 | -9 | -8 | 0
COc1cccc(C(=O)/C=C/Nc2ccc(S(=O)(=O)Nc3ccc(C(C)=O)cc3)cc2)c1 | -0.3 | -4 | -9 | 0 | -0.66 | -2 | 10 | 10 | 0
CCN1/C(=C2/OC(=S)N(C)C2=O)Sc2ccccc21 | 1.0 | 5 | -16 | 9 | · | 3 | 18 | 8 | -2
CC(Nc1nc(-c2ccc3c(c2)NC(=O)CO3)cs1)c1ccccc1 (stereo unspecified) | 0.7 | 3 | -17 | -1 | -0.45 | -6 | 8 | -1 | 4
C=CCNC(=O)c1ccccc1NC(=O)c1ccccc1N(C)S(C)(=O)=O | 1.2 | 4 | -26 | -7 | 0.27 | 2 | 3 | 1 | 0
Cc1ccc2c(c1)c(N=O)c(O)n2Cc1ccc(Cl)cc1 | -0.5 | -1 | -30 | -3 | 0.026 | 1 | 9 | 1 | 2
Nc1c(-c2cccc(Cl)c2)cnn1-c1cccc([N+](=O)[O-])c1 | 0.9 | 2 | -12[20 µM] | -28 | -0.66 | -3 | 6 | -5 | 1
